Bioassay records as filed in PubChem BioAssay.
FLuc counter – firefly luciferase modulation, counter-screen for miR-21 project; P08659; purified FLuc, Km substrates, luminescence inhibition; Potency, µM (highest dose often 57.5 µM), without a hit: at the highest dose activity change, negative = inhibition, actives largely listed as inhibitors; 360,000 tested, 6.9% active; AID 588342;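 further: potency means the concentration at half of the fitted maximal effect; plate controls were vehicle for no effect and reference inhibitor for full effect; nearly all actives have a fitted effect of over 55% in size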
Target sequence (P08659 whole entry, looked up): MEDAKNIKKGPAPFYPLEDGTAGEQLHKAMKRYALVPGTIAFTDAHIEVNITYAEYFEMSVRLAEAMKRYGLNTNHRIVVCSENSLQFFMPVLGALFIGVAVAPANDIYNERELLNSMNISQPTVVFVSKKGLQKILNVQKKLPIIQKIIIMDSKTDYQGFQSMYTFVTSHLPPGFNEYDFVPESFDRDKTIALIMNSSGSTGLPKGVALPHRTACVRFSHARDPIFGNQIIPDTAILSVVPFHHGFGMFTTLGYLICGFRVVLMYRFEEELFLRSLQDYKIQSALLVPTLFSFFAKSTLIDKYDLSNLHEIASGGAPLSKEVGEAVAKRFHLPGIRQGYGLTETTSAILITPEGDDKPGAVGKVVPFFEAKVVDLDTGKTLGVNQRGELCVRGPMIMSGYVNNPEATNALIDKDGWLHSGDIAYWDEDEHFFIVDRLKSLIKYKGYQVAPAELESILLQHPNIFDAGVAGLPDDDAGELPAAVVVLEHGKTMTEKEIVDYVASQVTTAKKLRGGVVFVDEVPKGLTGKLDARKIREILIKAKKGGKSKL
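Biochemical qHTS of compounds, final roughly 60 µM downward over six points, against 10 nM purified firefly luciferase using Km concentrations of substrates (10 uM D-luciferin, 10 uM ATP) in Tris acetate pH 7.5 buffer; luminescence output.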
NPC1 promoter act – activators of NPC1 promoter | Huh7 NPC1 promoter luciferase reporter, 24 h | Potency, µM (titrated, usually from 9.22 µM), for inactives: at the highest dose activation, hits mostly activators | 320,000 tested, 2.4% active;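 further: potency means the concentration at half of the fitted maximal effect; % of control where 0% means no effect; nearly all actives have a fitted effect of over 60% in size; reporter is driven by a mutant NPC1 promoter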
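Stably transfected Huh7 (NPC1 promoter→luciferase), 1500 cells/well in Opti-MEM + 10% FBS, 2 h settle, then compound 24 h at 37 °C. Luminescence after 10 min with Amplite reagent.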
ELG1 DNA repair – blocks ELG1-dependent DNA repair in HEK293T cells. 330,000 tested, 2.3% active. HEK293T ELG1-luciferase reporter, luminescence, 16 h; DNA damage induced by 5-fluorouridine. Potency, µM (top dose mostly 46.1 µM), for the others: top-dose activity change, negative = inhibition, hits mostly inhibitors. AID 504467; further: potency means the concentration at half of the fitted maximal effect; on the % scale 0 is the no-effect control and ±100 the full control effect; nearly all actives have a fitted effect of over 55% in size
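Luminescence from the luciferase reporter, measured 30 min after ONE-Glo reagent at room temperature, was the read-out. Beforehand, 2,000 cells per well were exposed for 16 hr at 37 °C to 5-fluorouridine together with compound or vehicle.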
RORg inh – inhibitors of mouse ROR gamma transcriptional activity | P51450 | Drosophila S2 Gal4-RORgamma UAS-luciferase reporter, 20 h | Potency, µM (series often up to 53.6 µM), inactives show top-dose activity change, negative = inhibition, usual class: inhibitors | 310,000 tested, 5.4% active; further: potency means the concentration at half of the fitted maximal effect; on the % scale 0 is the no-effect control and ±100 the full control effect; nearly all actives have a fitted effect of over 60% in size
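Stable Schneider cell line, Gal4 DNA-binding domain fused to ROR gamma, UAS-luciferase. Cmpd 1 hr RT → CuSO4 700 uM final → 20 hr RT → luciferase reagent 10 min → luminescence.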
Rab9 prom act – Rab9 promoter activation. Huh7 Rab9 promoter-luciferase reporter, luminescence, 24 h. Potency, µM (titrated, usually from 9.22 µM), inactives show at the highest dose activation, negative = inhibition, actives largely listed as activators. 320,000 tested, 2.8% active; further: potency means the concentration at half of the fitted maximal effect; % of control where 0% means no effect; nearly all actives have a fitted effect of over 60% in size
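Quantitative HTS format; Huh7 Rab9-luciferase reporter cells (1500/well) receive compound 2 h post-plating, incubate 24 h at 37 °C, then get luciferase reagent for 10 min before luminescence reading.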
Tb PFK block – inhibitors of T. brucei phosphofructokinase | Potency, µM (doses to about 57.5 µM), inactives show at the top dose activity, negative = inhibition, actives largely listed as inhibitors | 330,000 tested, 0.17% active | O15648 | T. brucei PFK, ADP-Glo luminescence;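 further: potency means the concentration at half of the fitted maximal effect; 0% = uninhibited 1x PFK enzyme wells and -100% = no-enzyme wells; nearly all actives have a fitted effect of over 60% in size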
Target sequence (O15648 whole entry, looked up): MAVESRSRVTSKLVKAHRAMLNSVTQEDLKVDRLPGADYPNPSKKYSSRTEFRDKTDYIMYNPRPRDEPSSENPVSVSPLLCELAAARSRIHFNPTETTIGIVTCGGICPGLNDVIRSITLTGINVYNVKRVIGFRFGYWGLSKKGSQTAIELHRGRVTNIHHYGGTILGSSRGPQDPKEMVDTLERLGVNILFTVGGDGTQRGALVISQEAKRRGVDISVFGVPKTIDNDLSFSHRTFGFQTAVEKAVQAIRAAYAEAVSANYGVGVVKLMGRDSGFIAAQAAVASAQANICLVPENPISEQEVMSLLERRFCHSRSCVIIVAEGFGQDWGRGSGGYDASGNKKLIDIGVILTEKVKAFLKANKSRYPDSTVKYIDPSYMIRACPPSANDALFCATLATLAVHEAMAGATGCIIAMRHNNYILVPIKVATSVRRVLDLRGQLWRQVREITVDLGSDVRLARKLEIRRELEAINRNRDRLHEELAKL
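Compounds were pin-transferred as a titration series up to 57 uM into substrate buffer (0.5 mM F6P, 0.1 mM ATP, pH 8.0), then 1.25 nM PFK was added and reactions ran 45 min before ADP-Glo detection.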
BRCA1 expr act – increases BRCA1 expression | 380,000 tested, 1.1% active | Potency, µM (series often up to 46.1 µM), for inactives: at the highest dose activation, actives largely listed as activators | MCF7-BRCA1-FFLuc reporter, luminescence, 48 h; response scale: scaled: vehicle 0%, 10 µM genistein 100%; further: potency means the concentration at half of the fitted maximal effect; nearly all actives have a fitted effect of over 80% in size; some results filed as inactive show a strong effect at the top dose
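MCF7-BRCA1-FFLuc, 2000 cells/well; 2 h attach, 37 °C/5% CO2; compound 48 h; luciferase substrate 15 min; luminescence end-point. Norm. to genistein 10 microM max activation and DMSO; concentration-response curves fitted.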
TRPV1 agonist – activates the human vanilloid receptor TRPV1; 320,000 tested, 0.19% active; TRPV1-expressing cells, Fluo-8 calcium influx, agonist mode; AID 540275; activation, % at 8.33 µM; in the data active means activation above about 80%; inconclusive means between about 30% and that limit; further: 0% is about no effect
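TRPV1-expressing cells were cultured overnight at 35.5C and loaded with Fluo-8 calcium dye for 40 to 90 min at room temperature. After a 10 s baseline, compound was added and calcium influx was read kinetically for 3 min (ex 480/em 520 nm).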
ELG1 genotox – inducers of genotoxicity in HEK293T ELG1-luciferase cells. HEK293T ELG1-luciferase reporter, luminescence, 16 h. Potency, µM (highest dose often 46 µM), inactives show at the highest dose activity change, positive = activation, hits mostly activators. 330,000 tested, 1.3% active. AID 504466; further: potency means the concentration at half of the fitted maximal effect; % of control where 0% means no effect; nearly all actives have a fitted effect of over 60% in size
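HEK293T cells expressing luciferase-tagged ELG1 were treated with compound or DMSO for 16 hr at 37°C. Luciferase activity was then read after 30 min with ONE-Glo at room temperature; rising signal flags genetic stress.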
p53 reactivator – restores transcriptional activity of mutant p53; 320,000 tested, 0.063% active; H1299 p53-A138V BP100-luciferase reporter, luminescence, 24 h; AID 504706; Potency, µM (highest dose often 92.2 µM), for inactives: at the highest dose activity change, positive = activation, most hits filed as activators; further: potency means the concentration at half of the fitted maximal effect; % of control where 0% means no effect; nearly all actives have a fitted effect of over 45% in size
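p53-null H1299 cells stably carrying temperature-sensitive p53-A138V and a BP100-luciferase reporter were pinned with compounds (4-point, 1:5 series) and held 24 hrs at 37 deg C. Luminescence was read 10 min after detection reagent.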
VP16 counter – Gal4-VP16 reporter inhibition counter-screen | Drosophila S2 Gal4-VP16 UAS-luciferase, luminescence, 20 h | Potency, µM (highest dose often 53.6 µM), without a hit: top-dose activity, negative = inhibition, actives largely listed as inhibitors | 310,000 tested, 3.5% active | AID 2546;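 further: Gal4-VP16 expression switched on by copper sulfate through the metallothionein promoter; potency means the concentration at half of the fitted maximal effect; on the % scale 0 is the no-effect control and ±100 the full control effect; nearly all actives have a fitted effect of over 50% in size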
Starred values were filed as active, the others as inactive; ? = inconclusive; · = no result given; [ ] = remark or other dose. Unless noted, the call rests on the fitted dose curve; in most records, active means well fitted curve in the direction sought with a large enough effect; inconclusive means small, poorly fitted or top-dose-only effect, or another doubt; inactive means no such curve, though single readings can be large; an effect the other way counts as inactive or inconclusive.

SMILES	FLuc counter	NPC1 promoter act	ELG1 DNA repair	RORg inh	Rab9 prom act	Tb PFK block	BRCA1 expr act	TRPV1 agonist	ELG1 genotox	p53 reactivator	VP16 counter
Cc1ccc(Cl)c(NC(=O)CN(C)CC(=O)Nc2ccc(F)c(F)c2F)c1Cl	-2%	-1%	?	45%	-5%	-14%	-7%	-1	1%	0%	-6%[10 µM]
O=[N+]([O-])c1ccc(CSc2nnc(SCc3ccc(Cl)cc3)s2)cc1	-3%	0%	23%	?	9%	0%	30%	1	-5%	11%	-2%
CCOC(=O)C(CC(=O)Nc1nc(C(C)=O)c(C)s1)C(C)c1ccccc1 (configuration not stated)	0%	-5%	?	-6%	4%	-11%	-13%	-1	-5%	-3%	-8%
O=C(NCCNC(=O)c1ccccn1)c1cccc(F)c1	0%	1%	0%	21%	-3%	0%	-1%	0	0%	1%	-10%
O=C(NC1CCc2ccccc21)c1cc(COc2ccc(F)cc2F)on1 (configuration not stated)	-10%	-2%	-19%	11%	-12%	-1%	-22%	22	-1%	0%	13%
CCOC(=O)C1(CCOc2ccccc2)CCN(CC2CC2)CC1	2%	2%	1%	-33%	-2%	-2%	-24%	1	-5%	·	4%
CCOC(=O)C1(Cc2cccc(OC)c2)CCCN(C(=O)CNC(C)=O)C1 (configuration not stated)	15µM*	?	?	18%	3.2µM*	-1%	?	-1	?	·	-15%
COc1cccc(NC(=O)C(c2ccccc2)N2CCCC2)c1 (configuration not stated)	-2%	-5%	3%	32%	-3%	-4%	-21%	7	0%	-2%	6%
Cc1cc(C(=O)COC(=O)CN(C)S(=O)(=O)c2ccc(Cl)cc2)c(C)n1CC1CCCO1 (configuration not stated)	19µM*	9%	1%	-20%[10 µM]	1%	-2%	-13%	2	1%	-14%	2%
O=C(O)Cc1ccc2oc(-c3ccccn3)nc2c1	?	-8%	?	-22%	-5%[1.84 µM]	1%	20%	0	12%	4%	-6%
Cc1ccc(S(=O)(=O)N2CCN(C(=O)COC(=O)c3ccc(Br)o3)CC2)c(C)c1	4%	-4%	5%	·	-7%	-2%	-10%	1	2%	1%	·
CC(C)CC(=O)N1CCN(Cc2cccc(Cl)c2)CC1	3%	4%	0%	-21%	5%	0%	11%	-1	-14%	-9%	-12%
O=C(C1CCN(C2CC(=O)N(c3ccc(F)cc3)C2=O)CC1)N1CCOCC1 (configuration not stated)	11%	1%	11%	13µM*	1%	-5%	-18%	2	2%	1%	?
CCCN(Cc1cc2cc(C)ccc2[nH]c1=O)C(=O)c1cccc([N+](=O)[O-])c1	4%	1%	?	40%	2%	1%	-19%	7	-7%	3%	-6%
O=C(CSc1ccc2nnc(CCNC(=O)c3ccccc3)n2n1)NCc1ccc(F)cc1	-2%	-2%	2%	-9%	·	0%	11%	-1	-2%	-29%	-8%
COc1cccc(-c2nnc3sc(C4CCCCC4)nn23)c1	-16%	17%	4.6µM*	10%	13%	0%	43%	?	-10%	-1%	-11%
Cc1ccc(C(=O)CSc2nc(N)cc(=O)[nH]2)cc1	2%	-1%	6%	15%	-43%[inhibitor]	-3%	3%	-2	-1%	-8%	-8%
CCC1CCCCN1C(=S)Nc1ccc(SC(F)F)cc1 (configuration not stated)	12µM*	-2%	-5%	?	0%	-1%	-3%	1	-2%	5%	?
O=C(CSc1nnc(NC(=O)c2ccccc2[N+](=O)[O-])s1)NCC1CCCO1 (configuration not stated)	17µM*	6%	?	-25%	4%	-10%	3%	2	2%	7%	-23%
CCC(C)(C)NC(=O)C(c1ccco1)N(C(=O)Cn1nnc2ccccc21)c1ccc2c(c1)OCO2 (configuration not stated)	-1%	1%	11%	-15%[0.365 µM]	-3%	-9%	-8%	3	12%	3%	·
CC1CCN(CCCNC(=O)c2cc3c(s2)-c2ccccc2OC3)CC1	3%	-2%	10%	-12%	-7%	10%	-19%	1	3%	-5%	2%
CC(=O)c1c(C)[nH]c(C(=O)OCc2csc(CC(=O)Nc3ccccc3C)n2)c1C	·	·	13µM*	·	·	0%	-30%	·	-2%	5%	·
CCN1CCN(c2ccc([N+](=O)[O-])c(Sc3nc4ccccc4[nH]3)c2)CC1	9%	1%	-8%	-56%	-1%	4%	-12%	2	-2%	-24%	-13%
COc1cccc(NC(=O)C2CCN(S(=O)(=O)c3ccc4c(c3)OCCO4)CC2)c1	5%	1%	-13%	-4%	-1%	3%	-1%	1	-2%	-11%	4%
O=C(c1cccc(Br)c1)N1CCN(C(=O)N2CCCCC2)CC1	1%	-6%	-3%	1%	-2%	-2%	1%	13	-5%	-11%	-4%

Later entries
SMILES	FLuc counter	NPC1 promoter act	ELG1 DNA repair	RORg inh	Rab9 prom act	Tb PFK block	BRCA1 expr act	TRPV1 agonist	ELG1 genotox	p53 reactivator	VP16 counter
COc1ccc(C)cc1NC(=O)c1ccccc1NS(=O)(=O)c1cccc2cccnc12	2%	0%	-21%	-15%	2%	-10%	-23%	6	0%	21%	-4%
CC(=O)c1cc(C#N)c(NCCCN(C)C)nc1C	-1%	0%	1%	20%	-3%	1%	-20%	-2	6%	-6%	-18%
Cc1ccc(C(=O)N2CCC3(CC2)NCCc2[nH]cnc23)cc1C	0%	1%	8%	-1%	-2%	0%	-16%	0	1%	-1%	-6%
O=C(CSc1nnnn1-c1ccc(Cl)c(C(=O)O)c1)NC(c1ccccc1)c1ccccc1	4%	14%	12%	-11%	-4%	2%	-4%	-9	2%	-1%	-21%
CCC(=O)Nc1ccc(OCc2nc3ccccc3s2)cc1	4.3µM*	2µM*	?	-2%	0.63µM*	?	8%	3	2.9µM*	13%	-12%
Cn1c(SCc2cccc(Br)c2)nnc1-c1ccncc1	1%	-3%	-15%	8%	9%	-5%	24%	3	0%	4%	5%
CN(C(=O)CSc1nc2ccccc2s1)c1c(N)n(Cc2ccccc2)c(=O)[nH]c1=O	-9%	-3%	-17%	3%	-36%[inhibitor]	-1%	-1%	2	-1%	-1%	-6%
CN(c1ccccc1)S(=O)(=O)c1ccc(C(=O)NCC2CCCO2)cc1 (configuration not stated)	1%	-1%	-7%	0%	-2%	0%	0%	5	-3%	-9%	1%
CCOC(=O)c1sc2nc(C)nc(Nc3ccccc3)c2c1C	-4%	9%	-5%	2%	1%	-12%	-10%	12	1%	-1%	6%
COc1cc(/C=C2/N=C(c3ccccc3F)OC2=O)cc(Cl)c1OS(C)(=O)=O	8.5µM*	-4%	-1%	-10%	-1%	0%	0%	3	-1%	-2%	-5%
CC(C)N1CCC2(CC1)Oc1ccc(Br)cc1C1CC(c3cccnc3)=NN12 (configuration not stated)	-2%	-3%	9%	-33%	0%	5%	-4%	15	4%	6%	?
CC1CCCC(NC(=O)CN2C(=O)NC(c3ccccc3)(c3ccccc3)C2=O)C1C (configuration not stated)	0%	-2%	?	·	-2%	8%	-40%	3	-3%	-2%	·
Cc1c(Cl)cccc1NC(=O)NCc1ccc(F)cc1	2%	9%	?	0%	?	-3%	74%	5	16%	21%	-7%
CCCn1c2ccccc2c2cnn(CC(=O)NC3CCN(Cc4ccccc4)CC3)c(=O)c21	9%	-1%	-7%	7%	1%	0%	-4%	1	-6%	-3%	-2%
c1ccc2c(c1)[nH]c1nc3nncn3nc12	1%	8%	5%	-15%	7%	0%	24%	-2	1%	2%	7%
O=C(Nc1ccc(N2CCOCC2)c(Cl)c1)c1cccnc1	?	26%	25%	12%	25%	-4%	?	·	21µM*	?	17%
COc1ccc(N2CCN(C(CNC(=O)C(=O)NCc3cccnc3)c3ccco3)CC2)cc1 (configuration not stated)	6%	0%	?	-32%	-9%	-4%	1%	5	-10%	9%	-11%
COc1ccccc1Nc1nc2cc(C)ccc2cc1C#N	5%	11%	6%	5%	0%	3%	-49%	0	3%	3%	-4%
COc1ccccc1N(CC(=O)NCc1ccco1)S(C)(=O)=O	-2%	-2%	-7%	4%	-1%	1%	0%	-1	-1%	10%	2%
COc1cccc(N2CCN(CC(=O)NCc3cccs3)CC2)c1	-2%	7%	11%	41%	-5%	-4%	-12%	14	-1%	-5%	4%[0.365 µM]
Cc1nc(SCC(=O)N2CCNC2=O)c2ccccc2n1	·	·	?	·	·	8%	-45%	·	-9%	?	·
COc1cc(C(C2C(=O)CC(C)(C)CC2=O)C2C(=O)CC(C)(C)CC2=O)ccc1O	?	-10%	?	-13%	-5%	7%	9%	10	-3%	7%	-5%
